Source: PubChem BioAssay
MOR-DOR ag: agonists of human mu-delta opioid receptor heterodimerization | cells, OPRM1-OPRD1 heterodimerization, luminescence | activation, % at 9.3 µM | actives 0.3% (n = 340,000) | P35372+P41143; in the data active = activation above about 18%;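 also: 0% = vehicle-treated cells and 100% = reference agonist; values of inactives mirror those of a sister screen read the other way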
HTR5A inv ctr: HTR5A inverse agonism, opioid heterodimer counter-screen; P47898; HTR5A cell line, luminescence; inhibition, % at 9.3 µM; actives 0.083% (n = 340,000); AID 504634; in the data active = inhibition mostly above about 23%, no sharp cut-off; inactive = mostly below about 18%;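 also: 0% = cells with DMSO and 100% = no-cell wells with DMSO; some compounds called inactive have numbers as strong as hits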
Target sequence (P47898 whole entry, looked up): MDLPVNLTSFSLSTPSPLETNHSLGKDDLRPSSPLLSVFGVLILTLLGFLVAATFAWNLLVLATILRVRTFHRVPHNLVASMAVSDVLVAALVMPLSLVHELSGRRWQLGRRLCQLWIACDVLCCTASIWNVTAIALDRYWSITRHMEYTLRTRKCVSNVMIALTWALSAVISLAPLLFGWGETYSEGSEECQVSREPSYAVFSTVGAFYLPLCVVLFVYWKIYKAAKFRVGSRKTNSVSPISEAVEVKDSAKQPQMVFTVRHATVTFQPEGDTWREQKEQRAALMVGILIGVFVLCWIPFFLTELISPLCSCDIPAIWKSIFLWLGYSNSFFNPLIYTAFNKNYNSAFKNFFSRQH
C-LANA FP: blocks KSHV LANA C-terminal domain binding to DNA; MBP-C-LANA/FAM-LBS DNA binding, fluorescence polarization; inhibition, % at 9 µM; actives 0.078% (n = 340,000); AID 504423;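 active = highest replicate inhibition at or above 60% at 9 µM, even if other replicates fall short; inactive = all replicates below 60% inhibition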;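 also: 0% = neutral control wells and 100% = 4 µM acridine orange control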
HTR5A ag ctr: HTR5A agonism, opioid heterodimer counter-screen; activation, % at 9.3 µM; actives 0.61% (n = 340,000); HTR5A agonist assay, luminescence, cell-based; P47898; in the data active = activation mostly above about 9.5%, no sharp cut-off; inactive = mostly below about 7.6%;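 also: 0% = cells with vehicle only and 100% = reference agonist; strong numbers were not always called active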
CAL PDZ FP: blocks peptide binding to the human CAL PDZ domain; Q9HD26; purified CAL PDZ, TMR-peptide fluorescence polarization, 1 h; inhibition, % at 24.9 µM; actives 0.92% (n = 300,000); AID 602252;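 active = mean inhibition of at least 30% with at least half of replicates also reaching 30%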;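 also: 0% = DMSO neutral control and 100% = excess unlabeled competitor peptide PRC23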
Keap1-Nrf2 PPI: disrupts human Keap1 binding to Nrf2 peptide; Q14145; Keap1 Kelch-Nrf2 peptide fluorescence polarization, 1536-well; inhibition, % at 9.4 µM; actives 0.15% (n = 340,000); in the data active = inhibition above about 12%;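 also: human Keap1 Kelch domain with fluorescein labeled Nrf2 9mer peptide probe; 0% = neutral control wells and 100% = peptide positive control; higher means more block of Keap1 binding to Nrf2 peptide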
Target sequence (Q14145 whole entry, looked up, the tested form may be a part): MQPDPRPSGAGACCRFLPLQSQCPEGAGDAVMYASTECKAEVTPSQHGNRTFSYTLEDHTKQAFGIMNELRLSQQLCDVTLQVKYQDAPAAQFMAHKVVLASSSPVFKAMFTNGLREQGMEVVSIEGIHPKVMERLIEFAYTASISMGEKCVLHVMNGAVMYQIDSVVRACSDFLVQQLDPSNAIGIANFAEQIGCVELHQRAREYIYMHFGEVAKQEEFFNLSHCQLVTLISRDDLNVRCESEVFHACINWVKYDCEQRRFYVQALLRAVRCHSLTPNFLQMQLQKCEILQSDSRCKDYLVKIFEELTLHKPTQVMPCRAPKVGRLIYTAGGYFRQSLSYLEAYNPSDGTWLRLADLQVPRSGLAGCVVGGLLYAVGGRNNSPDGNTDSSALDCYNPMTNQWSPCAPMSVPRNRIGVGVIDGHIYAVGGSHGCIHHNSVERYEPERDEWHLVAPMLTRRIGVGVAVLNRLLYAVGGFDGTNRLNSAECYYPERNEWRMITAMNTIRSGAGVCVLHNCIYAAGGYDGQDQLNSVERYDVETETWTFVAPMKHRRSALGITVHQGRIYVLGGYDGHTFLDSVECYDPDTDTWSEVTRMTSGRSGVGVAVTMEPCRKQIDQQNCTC
RTF Ca sens act: cardiac RTF calcium sensitization. AID 493008. IANBD-labeled TnC RTF fluorescence at EC20 calcium; 0% EC20 calcium, 100% full calcium. actives 0.24% (n = 340,000). P19429+P45379. activation, % at 7.2 µM;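 active = activation above the mean over all tested compounds plus 3 SD, cut at about 30% in these data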;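 also: rise in fluorescence read as greater calcium sensitivity of cardiac thin filaments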
OPRM1-OPRD1 inv: inverse agonist of human OPRM1-OPRD1 heterodimerization; P35372+P41143; inhibition, % at 9.3 µM; cell-based MOR-DOR heterodimer luminescence, inverse agonism; actives 0.21% (n = 340,000); in the data active = inhibition above about 22%, passing the limit was not always enough;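 also: 0% = cells with DMSO and 100% = wells without cells with DMSO; values of inactives mirror those of a sister screen read the other way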
V-ATPase pHluor: alters yeast V-ATPase proton transport. S. cerevisiae, pHLuorin cytosolic pH fluorescence. response, % at 10 µM. actives 0.37% (n = 350,000). AID 504577; in the data active = response mostly above about 7.3%, no sharp cut-off; inactive = mostly below about 5.4%; also: actives read high; inactives centre near 0; some compounds called inactive have numbers as strong as hits; reference of the scale not given here
RTF Ca sens inh: cardiac RTF calcium desensitization; IANBD-labeled cardiac RTF, Ca2+ fluorescence; inhibition, % at 7.15 µM; actives 0.12% (n = 340,000);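 active = inhibition above the mean inhibition of all tested compounds plus 3 SD, cut at about 17% in these data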;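 also: assay run at fixed EC70 calcium of 1.6 mM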
Numbers without * were called inactive; i = inactive; x = not tested or not shown.

Preview:
SMILES	MOR-DOR ag	HTR5A inv ctr	C-LANA FP	HTR5A ag ctr	CAL PDZ FP	Keap1-Nrf2 PPI	RTF Ca sens act	OPRM1-OPRD1 inv	V-ATPase pHluor	RTF Ca sens inh
Cc1cc(=O)oc2cc(Nc3ccccc3)ccc12	-2.3	-8	1.0	4	0	0	0	12	-1	1
O=C(NCC1CCCO1)c1cc(C(=O)C2CC2)c[nH]1 (stereo not drawn)	-3.6	6	-0.1	-2	-2	-2	-4	18	-3	-4

Results, previewed entries included:
SMILES	MOR-DOR ag	HTR5A inv ctr	C-LANA FP	HTR5A ag ctr	CAL PDZ FP	Keap1-Nrf2 PPI	RTF Ca sens act	OPRM1-OPRD1 inv	V-ATPase pHluor	RTF Ca sens inh
Cc1cc(=O)oc2cc(Nc3ccccc3)ccc12	-2.3	-8	1.0	4	0	0	0	12	-1	1
O=C(NCC1CCCO1)c1cc(C(=O)C2CC2)c[nH]1 (stereo not drawn)	-3.6	6	-0.1	-2	-2	-2	-4	18	-3	-4
Cc1ccc2c(c1)c1c(n2CC(O)Cn2c(C)nc3ccccc32)/C(=N\O)CCC1 (stereo not drawn)	2.3	4	0.5	10	-2	-4	5	-13	1	-10
COc1ccc(OC)c(S(=O)(=O)N2CCc3ccccc32)c1	-2.0	-6	2.0	0	-5	-9	0	12	0	4
Fc1cc(Br)ccc1Nc1nc2ccccc2n2nnnc12	4.7	-3	-0.7	1	x	-1	-1	-28	1	-6
COc1ccc(/C=N/NC(=O)c2cccnc2)cc1COc1ccc([N+](=O)[O-])cc1	-3.3	8	1.7	6	x	-2	4	17	4	-1
CCOC(=O)c1nnc(-c2ccccc2)[nH]c1=O	-2.1	-9	-0.3	3	-3	-4	-5	10	11	-11
Nc1c([N+](=O)[O-])cnnc1-c1ccccc1	-1.1	3	-1.3	1	-2	2	-2	6	1	7
COc1ccccc1CNC(=O)CN1CCN(c2ccc(C(C)=O)cc2)CC1	3.5	-18	-0.5	6	-4	-4	-5	-23	-6	-10
CNC(=O)c1c(NC(=O)c2ccco2)sc(C)c1C	-1.2	13	-0.1	2	-1	-3	-2	7	0	-4
Nc1ccc(S(=O)(=O)NC2=NCCCCC2)cc1N	1.6	-9	0.6	3	-4	-4	7	-8	-2	4
CC(Oc1ccc(C#N)cc1)C(=O)c1ccc(F)c(F)c1 (stereo not drawn)	1.3	-1	-1.0	0	-3	2	3	-6	-3	7
CCOc1ccccc1NC(=S)N1CCC(c2nc3ccccc3o2)CC1	-2.6	2	-0.1	-1	-1	-2	-4	17	2	-4
Cc1[nH]nc2c1C(c1ccccc1)C1=C(CC(C)(C)CC1=O)N2 (stereo not drawn)	i	-6	0.5	0	i	i	i	i	9	i
O=C(COC(=O)Cc1c(Cl)cccc1Cl)NCCC1=CCCCC1	1.8	1	1.6	0	-1	-6	-1	-10	-1	-2
O=C(O)COCC(=O)Nc1cc(C(F)(F)F)cc(C(F)(F)F)c1	-2.8	1	-4.0	3	x	1	0	14	0	-4
O=C(O)c1cc(NS(=O)(=O)c2ccc(F)cc2)cc(NS(=O)(=O)c2ccc(F)cc2)c1	-2.3	-12	4.2	0	-1	4	3	9	0	-12
CC(C)n1c(Oc2ccc(F)cc2)nc2c1c(=O)n(C)c(=O)n2C	-3.6	8	-0.8	-3	-2	-8	-2	17	2	0
CN(C)c1ccc(NC(=O)c2cc3c(=O)n4ccccc4nc3n2C)cc1	1.1	5	-4.4	2	-4	-4	-5	-6	0	-5
O=c1oc2ccccc2cc1-c1nc2ccccc2o1	2.0	-27	-0.4	8	x	5	-7	-10	-5	-4
CNC(=O)CSc1nc2cc(S(=O)(=O)Nc3ccc(OC)cc3)ccc2o1	-3.1	3	-0.7	-3	1	5	-2	16	-2	2
CCOc1ccc(C(=O)NC2CCN(C(=O)N3CCCC3)CC2)cc1	0.0	-6	0.4	5	1	-8	3	0	1	13
CN1CCN(C(=S)NC(=O)/C=C/c2cccs2)CC1	-1.8	0	-0.9	4	-1	-4	8	10	-2	0
O=C(CCc1nnc(Cc2c[nH]c3ccccc23)o1)NC(C1CC1)C1CC1	-1.8	-5	1.9	2	2	2	6	9	0	-2
CCN1C(=O)[C@H]2[C@@H](c3ccc(C)cc3)N3C(=O)N(c4ccc(C(F)(F)F)cc4)C(=O)[C@@]3(Cc3ccccc3)[C@H]2C1=O	0.5	-10	1.6	-4	-2	-5	4	-3	-3	-2

Next section.
SMILES	MOR-DOR ag	HTR5A inv ctr	C-LANA FP	HTR5A ag ctr	CAL PDZ FP	Keap1-Nrf2 PPI	RTF Ca sens act	OPRM1-OPRD1 inv	V-ATPase pHluor	RTF Ca sens inh
CCCCCSc1nnc(-c2cc(Br)ccc2N)c(=O)[nH]1	0.2	-7	0.5	-2	0	1	1	-1	-1	-3
CCn1cc(Br)c(C(=O)Nc2ccc(F)cc2F)n1	1.9	-2	2.9	1	-5	-4	-1	-10	-2	-7
COc1ccccc1Oc1ccc2c(c1)C(=O)N(CC1CCCO1)C2=O (stereo not drawn)	-1.8	16	-0.3	1	-4	-1	1	9	-2	1
C/C(=N\NC(=O)c1ccc(O)cc1)c1ccc2c(c1)OCCO2	-3.3	2	1.7	-1	-3	-1	1	14	-2	2
Cc1ccc(N(Cc2ccccc2)C(=O)c2cccc(S(=O)(=O)N3CC(C)OC(C)C3)c2)cc1 (stereo not drawn)	-3.7	8	1.5	2	-3	0	-13	18	-5	2
COc1ccc(N2CC(C(=O)N3CCCC(C)C3)CC2=O)cc1 (stereo not drawn)	-0.9	-2	1.8	7	-5	-1	-2	5	1	1
CN(C)c1ccc(Nc2nc(N)c3ccccc3n2)cc1	1.3	-6	-1.0	2	-6	-6	-4	-6	-2	2
CCOC(=O)c1cc(-c2ccccc2)n(Cc2cc(CC)no2)n1	-1.6	-43	0.4	4	-3	1	-5	9	4	-6
O=C(Nc1ccccn1)c1cc(-n2cnnc2)ccc1Cl	-2.2	6	-0.2	-1	13	0	-7	9	-1	-7
CC(=O)c1ccc(C(=O)N(CCN(C)C)c2nc3c(Cl)cccc3s2)cc1	-1.8	-4	1.0	8	-1	-6	2	9	1	6
C=C1CC2(CC(c3ccccc3)OC(c3ccccc3)C2)OC1=O (stereo not drawn)	0.3	-26	1.9	7	-5	3	-6	-1	-3	-14
COc1ccc(NS(=O)(=O)c2cccc(C(=O)N3CCN(Cc4cc(OC)ccc4OC)CC3)c2)cc1	0.3	-16	-1.9	15*	-1	6	3	-2	-1	-2
COC(=O)Cc1c[nH]c2cccc(OCC(O)CN(Cc3ccccc3)C(C)C)c12 (stereo not drawn)	1.2	-30	-0.9	-1	0	-1	3	-7	0	5
O=[N+]([O-])c1cccc(C(=S)N2CCN(c3ccc(F)cc3)CC2)c1	0.5	-9	0.3	6	9	-2	3	-3	2	-7
Cc1ccc(CNC(=O)C2CCCN2S(=O)(=O)c2ccc(F)cc2)cc1 (stereo not drawn)	-0.2	15	-0.1	12	4	1	4	1	-3	-4
COc1cc(C(=O)Nc2cc(-c3nc4cc(C)ccc4o3)ccc2C)cc(OC)c1OC	0.7	8	1.4	-3	-6	-5	5	-4	-8	-3
COc1ccc(NC(=S)NCc2ccc(S(N)(=O)=O)cc2)c(OC)c1	0.2	9	0.4	-1	-3	-2	-4	-1	-2	-6
COc1ccc(Oc2cc(NN3CCCCC3)c([N+](=O)[O-])cc2[N+](=O)[O-])cc1OC	-0.3	7	1.9	-3	-3	-1	4	2	-2	3
c1ccc(-c2cnc(CSc3nnc4ccccn34)o2)cc1	-2.9	-17	-0.6	-4	57*	-3	0	18	-4	3
CCCC(=O)Nc1nnc(SCC(=O)NCc2ccc3c(c2)OCO3)s1	-0.3	-9	-3.4	3	-6	-4	2	1	5	-5
O=C(Cc1c[nH]c2ccccc12)Nc1ccc(N2CCOCC2)cc1	-1.7	-9	-1.1	4	-4	-1	4	8	2	0
COc1cc(C(=O)N[C@H](C(=O)NC(C)C23CC4CC(CC(C4)C2)C3)C(C)C)cc(OC)c1OC (stereo partly drawn)	1.6	1	0.8	0	-6	4	-2	-9	-1	-1
CSc1ncccc1C(=O)N1CCN(S(=O)(=O)c2ccc(F)cc2)CC1	-4.1	-14	0.6	4	-4	-4	0	18	1	3
CCCCOC(=O)/C=C/c1c(C)[nH]c(=O)[nH]c1=O	2.2	-19	-0.5	5	-1	5	7	-11	-2	3
COc1ccc(C(=O)OCCN2CCN(C3=NS(=O)(=O)c4ccccc43)CC2)cc1OC	0.1	14	-0.8	-5	-3	5	-4	-1	-7	-15

Continuation:
SMILES	MOR-DOR ag	HTR5A inv ctr	C-LANA FP	HTR5A ag ctr	CAL PDZ FP	Keap1-Nrf2 PPI	RTF Ca sens act	OPRM1-OPRD1 inv	V-ATPase pHluor	RTF Ca sens inh
Brc1ccc(CN2CCN(Cc3c[nH]c4ccccc34)CC2)cc1	1.9	-19	-2.5	5	-4	2	0	-11	3	3
COc1ccc(Cl)cc1S(=O)(=O)n1cnc2ccccc21	-2.8	-11	-0.5	4	-1	-2	6	15	1	-7
COc1ccc(Cc2nnc(NC(=O)CS(=O)(=O)c3ccccc3)s2)cc1OC	-0.2	1	0.7	6	-1	3	-4	1	-1	-11
COc1ccc(S(=O)(=O)N2CCCCCC2)cc1NC(=O)CN1C(=O)NC(C)(c2ccc(C)cc2)C1=O (stereo not drawn)	1.4	-7	-1.5	2	-2	-10	0	-9	2	0
CC1CCC(C#N)(N(C)C(=O)CSc2nnc(C3CC3)n2C2CC2)CC1 (stereo not drawn)	-3.4	-10	-0.6	8	12	-2	0	13	1	-5
Cc1ccc2oc(C(=O)N(CCO)Cc3ccccc3)c(C)c2c1	-0.2	-3	-0.9	-4	-6	-2	-3	1	-3	-13
CCc1ccc(/C=C(\C#N)C(=O)NC2CCS(=O)(=O)C2)cc1 (stereo not drawn)	-1.8	-16	2.7	4	3	-7	-2	9	-3	-10
CCOc1cc([N+](=O)[O-])cc(/C=C2/NC(=O)N(Cc3ccccc3F)C2=O)c1O	-4.8	-2	-0.3	5	x	-3	1	26	4	-4
COc1ccc(C(=O)O/N=C(\N)Cc2cccs2)cc1OC	4.8	-28	-0.9	1	-1	0	-1	-26	1	-1

Complete entries from above. Order of values: MOR-DOR ag | HTR5A inv ctr | C-LANA FP | HTR5A ag ctr | CAL PDZ FP | Keap1-Nrf2 PPI | RTF Ca sens act | OPRM1-OPRD1 inv | V-ATPase pHluor | RTF Ca sens inh
`COc1ccc(Cl)cc1S(=O)(=O)n1cnc2ccccc21` reads -2.8 | -11 | -0.5 | 4 | -1 | -2 | 6 | 15 | 1 | -7
`CC1CCC(C#N)(N(C)C(=O)CSc2nnc(C3CC3)n2C2CC2)CC1` (stereo not drawn) reads -3.4 | -10 | -0.6 | 8 | 12 | -2 | 0 | 13 | 1 | -5
`CCOc1cc([N+](=O)[O-])cc(/C=C2/NC(=O)N(Cc3ccccc3F)C2=O)c1O` reads -4.8 | -2 | -0.3 | 5 | x | -3 | 1 | 26 | 4 | -4
`Cc1ccc2oc(C(=O)N(CCO)Cc3ccccc3)c(C)c2c1` reads -0.2 | -3 | -0.9 | -4 | -6 | -2 | -3 | 1 | -3 | -13
`Brc1ccc(CN2CCN(Cc3c[nH]c4ccccc34)CC2)cc1` reads 1.9 | -19 | -2.5 | 5 | -4 | 2 | 0 | -11 | 3 | 3
